Screening results (PubChem)
GAA spleen mod – qHTS Assay for Inhibitors and Activators of Human alpha-Glucosidase From Spleen Homogenate. Lysosomal alpha-glucosidase (Homo sapiens), P10253. human spleen homogenate, 4-MU-alpha-glucoside fluorescence. Potency, µM (titrated, usually from 79.9 µM), for inactives: at the highest dose activity change, negative = inhibition, most hits filed as inhibitors. 240,000 compounds, 0.006% hits. AID 2112, 2009;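 note: 0% = enzyme with vehicle and -100% = no enzyme basal signal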
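Compounds were titrated against alpha-glucosidase in spleen homogenate at pH 5.0, with 1 mM 4-methylumbelliferyl substrate for 40 min at 37 C. Reactions were quenched with pH 10 NaOH/glycine and fluorescence measured.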
TRb-SRC2 inh – qHTS for Inhibitors of the Interaction of Thyroid Hormone Receptor and Steroid Receptor Coregulator 2. Thyroid hormone receptor beta (Homo sapiens), P10828. TRbeta-SRC2 peptide binding, fluorescence polarization; receptor liganded with 1 µM T3. Potency, µM (doses to about 106 µM), for inactives: at the top dose activity change, negative = inhibition, most hits filed as inhibitors. 280,000 compounds, 0.065% hits. AID 1469, 2008;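 note: plate controls were bound peptide for no effect and peptide without receptor for full effect; nearly all actives have a fitted effect of over 50% in size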
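Assay buffer: 20 mM Tris-HCl, 100 mM NaCl, 10% glycerol, 1 mM EDTA, 0.01% NP-40, 1 mM DTT, 1 uM T3, 5% DMSO; TRb LBD 0.6 uM, Texas Red SRC2 20 nM; FP after 5 hr.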
RECQ1 helicase – qHTS Assay for Inhibitors of RecQ-Like Dna Helicase 1 (RECQ1); ATP-dependent DNA helicase Q1 (Homo sapiens), P46063; RECQ1 DNA unwinding, red fluorescence kinetic read; Potency, µM (series often up to 57.3 µM), inactives show at the highest dose activity, negative = inhibition, actives largely listed as inhibitors; 240,000 compounds, 0.54% hits; AID 2549, 2010;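 note: plate controls were vehicle for no effect and no enzyme for full effect; nearly all actives have a fitted effect of over 30% in size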
Target sequence (P46063 whole entry, looked up): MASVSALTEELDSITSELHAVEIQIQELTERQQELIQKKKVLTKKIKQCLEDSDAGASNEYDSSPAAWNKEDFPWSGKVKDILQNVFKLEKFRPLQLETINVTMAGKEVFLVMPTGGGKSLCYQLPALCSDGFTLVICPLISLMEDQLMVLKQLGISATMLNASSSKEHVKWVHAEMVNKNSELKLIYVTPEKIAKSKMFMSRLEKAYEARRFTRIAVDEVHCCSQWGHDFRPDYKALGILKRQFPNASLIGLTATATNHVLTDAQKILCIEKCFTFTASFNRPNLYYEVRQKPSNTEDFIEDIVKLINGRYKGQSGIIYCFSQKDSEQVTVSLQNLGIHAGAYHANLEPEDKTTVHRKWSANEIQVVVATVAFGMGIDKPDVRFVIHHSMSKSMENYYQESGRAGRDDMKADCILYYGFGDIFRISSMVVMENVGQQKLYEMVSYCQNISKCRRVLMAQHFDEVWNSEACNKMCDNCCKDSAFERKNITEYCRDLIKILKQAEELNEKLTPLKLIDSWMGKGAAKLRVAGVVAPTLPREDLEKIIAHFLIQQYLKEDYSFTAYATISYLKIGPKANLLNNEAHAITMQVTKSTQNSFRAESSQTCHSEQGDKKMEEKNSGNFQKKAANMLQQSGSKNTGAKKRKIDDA
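50 nM RECQ1T1 preincubated 15 min with compound in Tris pH 8.0 buffer with MgCl2, DTT, Tween-20 and 2.5 ug/ml poly(dI-dC); started with 200 nM TAMRA/BHQ-2 forked duplex and 2 mM ATP. Unwinding read as fluorescence (525/598 nm), two reads 2 h apart.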
GAA glycogen – qHTS Assay for Inhibitors and Activators of Human alpha-Glucosidase Cleavage of Glycogen; Lysosomal alpha-glucosidase (Homo sapiens), P10253; recombinant GAA, glycogen substrate, Amplex Red glucose oxidase fluorescence; Potency, µM (highest dose often 76.4 µM), inactives show top-dose activity change, negative = inhibition, actives largely listed as inhibitors; 300,000 compounds, 0.38% hits; AID 2100, 2009;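 note: 0% = full enzyme reaction and -100% = no-enzyme basal signal; the screen sought inhibitors and activators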
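Recombinant human enzyme (4 nM); glycogen substrate; 37 C, 40 min, pH 5.0. Readout: coupled glucose oxidase/Amplex Red fluorescence.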
L3MBTL1 block – qHTS Assay for the Inhibitors of L3MBTL1; Lethal(3)malignant brain tumor-like protein 1 (Homo sapiens), Q9Y468; AlphaScreen L3MBTL1–H3K9me1 peptide binding; Potency, µM (titrated, usually from 57.1 µM), without a hit: top-dose activity, negative = inhibition, hits mostly inhibitors; 230,000 compounds, 0.66% hits; AID 485360, 2010; note: nearly all actives have a fitted effect of over 60% in size
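AlphaScreen assay: L3MBTL1 (50 nM final) was preincubated 30 min at room temperature with biotinylated H3(1-15)K9me1 peptide (75 nM final), then 30 min with library compounds; streptavidin donor and nickel chelate acceptor beads (10 ug/mL final) added, 30 min dark.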
GAA inhib – qHTS Assay for Inhibitors of Human alpha-Glucosidase as a Potential Chaperone Treatment of Pompe Disease | Lysosomal alpha-glucosidase (Homo sapiens), P10253 | Potency, µM (series often up to 76.9 µM), without a hit: at the highest dose activity change, negative = inhibition, usual class: inhibitors | purified human GAA, 4-MU-alpha-glucoside fluorescence | 200,000 compounds, 0.005% hits;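 note: plate controls were uninhibited enzyme wells for no effect and no-enzyme background for full effect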
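Endpoint fluorogenic read: 20 min room-temperature reaction of 4 nM human alpha-glucosidase with 400 uM 4-methylumbelliferyl-alpha-D-pyranoside, pH 5.0, quenched with 1M NaOH/1M glycine pH 10. AC50 from Hill modeling.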
RGS12 GoLoco inh – qHTS Assay for Inhibitors of RGS12 GoLoco Motif Activity (Red Fluorophore). 230,000 compounds, 0.44% hits. Guanine nucleotide-binding protein G(i) subunit alpha-1 (Homo sapiens), P63096. Potency, µM (titrated, usually from 61.6 µM), without a hit: top-dose activity, negative = inhibition, usual class: inhibitors. Gai1:RGS12 GoLoco peptide FP, rhodamine, 10 min; active = well fitted inhibition curve with a large enough effect, not every such curve was filed as active; inactive = no such curve, though single readings can be large or run the other way; note: nearly all actives have a fitted effect of over 30% in size; many of its hits are not listed in these tables
Target sequence (P63096 whole entry, looked up): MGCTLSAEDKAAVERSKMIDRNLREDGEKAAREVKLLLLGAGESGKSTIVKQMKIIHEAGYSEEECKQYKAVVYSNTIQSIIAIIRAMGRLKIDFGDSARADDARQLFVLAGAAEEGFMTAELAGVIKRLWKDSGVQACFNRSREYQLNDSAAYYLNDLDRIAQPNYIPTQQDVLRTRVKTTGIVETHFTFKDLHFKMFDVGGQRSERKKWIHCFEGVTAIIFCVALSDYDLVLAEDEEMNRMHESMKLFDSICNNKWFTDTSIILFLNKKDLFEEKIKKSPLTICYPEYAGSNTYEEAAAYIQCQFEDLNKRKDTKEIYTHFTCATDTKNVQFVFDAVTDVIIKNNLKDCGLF
TR SRC2 fluor cs – Total Fluorescence Counterscreen for Inhibitors of the Interaction of Thyroid Hormone Receptor and Steroid Receptor Coregulator 2; TRb/SRC2 Texas Red total fluorescence interference; Potency, µM (titrated, usually from 106 µM), inactives show at the highest dose fluorescence change, negative = quenching; 280,000 compounds, 0.29% hits; active = well fitted curve in either direction with a large enough effect; inconclusive = small, poorly fitted or top-dose-only effect
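Human TRβ ligand-binding domain (0.6 uM) and Texas Red SRC2 peptide (20 nM) in Tris buffer with 1 uM T3 and 5% DMSO were incubated with pinned compound for 5 hr at ambient temperature. Total fluorescence was computed as S + 2P (555/632 nm).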
Numbers without * were called inactive; i = inactive; ? = inconclusive; nt = no result given; & = joins results of further samples; ! = repeats disagree; [ ] = remark or other dose. Unless noted, calls come from the whole dose curve; as a rule, active = well fitted curve in the direction sought with a large enough effect; inconclusive = small, poorly fitted or top-dose-only effect, or another doubt; inactive = no such curve, though single readings can be large; an effect the other way counts as inactive or inconclusive. Unless noted, % is set by controls: 0 for no effect and ±100 for the full control effect; potency is the fitted concentration of half-maximal effect. Only part of the results is shown; rates above refer to the full screens.

Start of the listing, in advance:
SMILES | GAA spleen mod | TRb-SRC2 inh | RECQ1 helicase | GAA glycogen | L3MBTL1 block | GAA inhib | RGS12 GoLoco inh | TR SRC2 fluor cs
COc1ccc(C(=O)C2CCCN(Cc3cnc(C)s3)C2)c(OC)c1 (configuration not stated) | -4% | 1% | -21% | -9% | 5% | 6% | 14% | -8%
CCOC(=O)c1cc(C(O)(C(=O)OC)C(F)(F)F)c(/N=C/N(C)C)o1 (configuration not stated) | -7% | 7% | -7% | 2% | nt | 3% | 10% | -1%
Cc1ccc2ccccc2c1 | -5% | -1% | -7% | nt | nt | nt | 13% | -1%
Cc1cc(-c2n[nH]c(=S)n2CC(C)C)cs1 | 4% | 4% | -2% | -3% | 3% | ? | 9% | -6%

All compounds of this part, repeating the preview:
SMILES | GAA spleen mod | TRb-SRC2 inh | RECQ1 helicase | GAA glycogen | L3MBTL1 block | GAA inhib | RGS12 GoLoco inh | TR SRC2 fluor cs
COc1ccc(C(=O)C2CCCN(Cc3cnc(C)s3)C2)c(OC)c1 (configuration not stated) | -4% | 1% | -21% | -9% | 5% | 6% | 14% | -8%
CCOC(=O)c1cc(C(O)(C(=O)OC)C(F)(F)F)c(/N=C/N(C)C)o1 (configuration not stated) | -7% | 7% | -7% | 2% | nt | 3% | 10% | -1%
Cc1ccc2ccccc2c1 | -5% | -1% | -7% | nt | nt | nt | 13% | -1%
Cc1cc(-c2n[nH]c(=S)n2CC(C)C)cs1 | 4% | 4% | -2% | -3% | 3% | ? | 9% | -6%
COc1cccc(C(=O)C2CN(C)CC2c2ccc(Cl)cc2)c1 (configuration not stated) | -1% | 2% | i | 23% | -19% | 4% | 6% | -3%
CCC(=NCCc1ccccc1)c1c(O)[nH]c(=O)[nH]c1=O | -10% | -10% | 1% | 1% | 3% | nt | 5% | 0%
O=C(O)C1C2c3ccccc3C(c3ccccc32)C1C(=O)Nc1ccccc1 (configuration not stated) | -4% | 0% | -4% | 1% | 6% | 8% | 13% | 1%
C[Se]C[C@H](N)C(=O)O | 7% | 4% | -3% | nt | nt | nt | 10% | -2%
CC1=NCCc2c1[nH]c1ccccc21 | -16% | 5% | -13% | 12% | -26% | -8% | 43%[activator] | 2%
OC1(c2ccc(Cl)cc2)CCN(Cc2c[nH]c3ccccc23)CC1 | 0%&4%&-10% | 2%&-1%&7% | ? | nt | nt | nt | 9%&23%&0% | -5%&0%&-1%
O=c1[nH]c(=O)n(CCC2=CCCCC2)c(O)c1C=NCCCn1ccnc1 | -15% | -17% | -8% | 5% | -3% | -3% | -1% | -1%
CO/C1=C\C(C)=C\[C@@H](C)[C@@H](O)[C@@H](C)C/C(C)=C/C=C/[C@H](OC)[C@@H]([C@@H](C)[C@@H](O)[C@H](C)[C@@]2(O)C[C@@H](O)[C@H](C)C(C(C)C)O2)OC1=O (some centres not stated) | -9% | -3% | i | nt | nt | nt | nt | ?
O=c1[nH]c(O)c(C=NC2CCCCC2)c(=O)[nH]1 | 0% | -5% | -7% | 6% | 1% | nt | 1% | -5%
ClC1=C(Cl)C2(Cl)C3C(Cl)C=CC3C1(Cl)C2(Cl)Cl (configuration not stated) | -2%&1% | -7%&3% | -4%&-15% | nt | 1% | nt | 20µM*! | -1%&-1%
O=C1NC(=O)C(CCc2ccncc2)(Cc2ccc(OCc3ccccc3)cc2)C(=O)N1 | -4% | 3% | -6% | 7% | 5% | nt | -1% | 0%
C(#CCN1CCOCC1)COCC#Cc1ccccc1 | -2% | 0% | -3% | 3% | 6% | 1% | 2% | -4%
Cn1c(O)c(/C=C2\N=c3ccccc3=C2CCNC(=S)NC2CC2)c(=O)n(C)c1=O | -2% | nt | -21% | 2% | -15% | nt | -72% | -2%
CC1(C)C(=O)C=C[C@]2(C)[C@H]3CC[C@@]4(C)[C@H](c5ccoc5)OC(=O)[C@H]5O[C@]54[C@]3(C)[C@H](O)C[C@@H]12 | -10% | -7% | -18% | 1% | -7% | -9%[15.4 µM] | 12% | -4%
Cc1cccc(C2=NN(c3ccc(Br)cc3)[C@@H](C(=O)N3CCOC3=O)[C@@H]2c2ccc([N+](=O)[O-])cc2)c1 | 5% | 0% | i | nt | -9% | nt | 12% | ?
COC(=O)c1ccccc1N=Cc1c(O)[nH]c(=S)[nH]c1=O | 4% | 2% | 11% | 0% | 20% | 1% | 19% | 0%
CCN(CC)c1ccc(C=C2C(=O)NC(=S)NC2=O)cc1 | -3% | -7% | 0% | -9% | -12% | ? | 285%[activator] | 2%
Cc1cc(C=C(C#N)C#N)ccc1N1CCCC1 | -5% | 1% | i | 0% | 20% | 10% | 21% | -1%
CC1CC2(O)c3no[n+]([O-])c3CCC2N1O (configuration not stated) | -12% | -1% | i | ? | nt | -5% | -6% | 1%
CC[C@@]1(O)CC(O)c2c(cc3c(c2O)C(=O)c2c(O)ccc(O)c2C3=O)C1C(=O)OC (some centres not stated) | 17% | -10% | 4µM* | nt | nt | nt | 2.8µM* | ?
CCN(CC)CCCN=C(C)c1c(O)n(C2CCCCC2)c(=O)[nH]c1=O | -9% | -1% | i | 7% | nt | -5% | -5% | -5%
O=[N+]([O-])c1ccc(N2CCCC2)c2ccncc12 | -2% | 11% | -3% | -4% | nt | -7% | 12% | -2%
OC1(c2ccc(F)cc2)CC2CCC(C1)N2Cc1nnnn1C1CCCCC1 (configuration not stated) | -8% | -3% | -4% | 4% | 7% | -30% | 5% | -4%
CC1Oc2cc3c(-c4c(O)cc(O)c5c(O)c6c(cc45)OC(C)C(C)C6=O)c(O)cc(O)c3c(O)c2C(=O)C1C (configuration not stated) | -4% | 3% | 25µM* | ? | 2µM* | ? | 3% | ?
CC(NC1CCCCC1)C(O)C12CC3CC(CC(C3)C1)C2 (configuration not stated) | -7% | -5% | -13% | 8% | nt | -5% | 1% | 0%
O=c1[nH]c(=O)n(Cc2ccco2)c(O)c1/C=N/N1CCCCCC1 | 6% | 2% | 4% | -52% | -12% | -2% | 6% | 0%
O=C(Nc1ccc(C(F)(F)F)cc1)c1cccn(Cc2ccc3c(c2)OC(F)(F)O3)c1=O | -7% | -7% | 2% | -24% | 4% | -2% | 7% | -1%
O=P(Nc1ccccc1)(Nc1ccccc1)Oc1cccc(Cl)c1 | -4% | -8% | -31% | -8% | -2% | 3% | -10% | 1%
O=C(O)Cn1cc(C(=O)c2ccccc2)c2ccccc21 | -12% | -13% | -6% | -1% | nt | -10% | 5% | -2%
O=C1NC(=O)N(Cc2ccccc2)C(=O)/C1=C\N1CCCc2ccccc21 | -6% | 3% | 0% | -26% | ? | -1% | -9% | -4%
O=C(Cc1ccccc1)N1CCN(C2CCCCCC2)CC1 | 3% | 1% | i | -8% | 0% | 12% | 5% | -3%
CCCNc1oc(-c2cccc3ccccc23)nc1C#N | -11% | -5% | i | -9% | -7% | ? | 3% | 1%
O=C(Nc1cccc2ccccc12)N1CCC2(CC1)OCCO2 | -5% | -1% | i | -11% | 1% | 8% | 11% | 1%
CCc1ccc(CN2CCN(C(=O)Cc3ccccc3)CC2)cc1 | 1% | -7% | i | -6% | -5% | 4% | -8% | 0%
CNCC/C=C/c1cccnc1 | -4% | -5% | i | nt | nt | nt | -16% | 0%
Cc1ccc2c(c1)C1CN(C)CCC1N2C(=O)Nc1cccc(C(F)(F)F)c1 (configuration not stated) | -15% | -1% | 14% | -23% | nt | -8% | 1% | 0%
CCCCC/C=C\C=C\[C@H](CCCCCCCC(=O)O)OO | -7%&-9% | 1%&2% | 16%&7% | nt | nt | nt | -10%&4% | 0%&0%
CCOC(=O)C1(CCc2ccccc2)CCN(Cc2cccc3cnccc23)CC1 | -2% | 1% | -10% | -9% | -18% | nt | -9% | -7%
CCOC(=O)c1sc(/N=C/c2c(O)n(-c3ccccc3)c(=O)[nH]c2=O)c(C#N)c1C | 1% | 0% | 0% | -1% | nt | -2% | 68%[activator] | -1%

Single records, as listed above. Screens in order: GAA spleen mod, TRb-SRC2 inh, RECQ1 helicase, GAA glycogen, L3MBTL1 block, GAA inhib, RGS12 GoLoco inh, TR SRC2 fluor cs
Results for O=C(Nc1cccc2ccccc12)N1CCC2(CC1)OCCO2 : -5%, -1%, i, -11%, 1%, 8%, 11%, 1%
Results for O=C(Nc1ccc(C(F)(F)F)cc1)c1cccn(Cc2ccc3c(c2)OC(F)(F)O3)c1=O : -7%, -7%, 2%, -24%, 4%, -2%, 7%, -1%
Results for O=P(Nc1ccccc1)(Nc1ccccc1)Oc1cccc(Cl)c1 : -4%, -8%, -31%, -8%, -2%, 3%, -10%, 1%
Results for O=C1NC(=O)N(Cc2ccccc2)C(=O)/C1=C\N1CCCc2ccccc21 : -6%, 3%, 0%, -26%, ?, -1%, -9%, -4%
